# Bioassay records: PubChem BioAssay, National Center for Advancing Translational Sciences (NCATS)
# KB-V1 MDR tox: KB-V1 MDR subline cytotoxicity. KB-V1 MDR cells viability, CellTiter-Glo, 72 h. Potency, µM (top dose mostly 46.1 µM), for inactives: at the highest dose activity change, negative = cytotoxicity, usual class: cytotoxic. 400,000 tested, 3.4% active; further: potency means the concentration at half of the fitted maximal effect; on the % scale 0 is the no-effect control and ±100 the full control effect; nearly all actives have a fitted effect of over 60% in size
#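 KB-V1 cells (P-gp-expressing MDR subline of KB-3-1) in phenol-red-free DMEM with 10% FBS were exposed to library compounds over a concentration series for 72 h at 37 degrees C. Viability read by CellTiter-Glo luminescence; concentration-effect curves fitted after normalization.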
# HT1080 IDH1KD tx: kills HT-1080 cells with IDH1 knockdown; HT-1080 IDH1 knockdown viability, ATP luminescence, 48 h; Potency, µM (top dose mostly 46.1 µM), for inactives: at the highest dose activity, negative = toxicity, most hits filed as cytotoxic; 360,000 tested, 2% active;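 further: potency means the concentration at half of the fitted maximal effect; 0% = DMSO wells and -100% = cell-free medium wells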
#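 CellTiter-Glo luminescence after 48 h compound exposure at 37 degrees C of IDH1-knockdown HT-1080 cells in 5% FBS RPMI. %Activity scaled between DMSO wells and cell-free media wells, with curves fitted and assigned curve classes.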
# GLP-1R agonist: agonists of human GLP-1 receptor | 380,000 tested, 0.007% active | Potency, µM (highest dose often 45.6 µM), for inactives: top-dose activation, most hits filed as activators | HEK293 GLP-1R CRE-luciferase, luminescence, 4-6 h; cells express a hypersensitive GLP-1R form | AID 624172 | P43220; further: potency means the concentration at half of the fitted maximal effect; % of control where 0% means no effect
# Target sequence (P43220 whole entry, looked up): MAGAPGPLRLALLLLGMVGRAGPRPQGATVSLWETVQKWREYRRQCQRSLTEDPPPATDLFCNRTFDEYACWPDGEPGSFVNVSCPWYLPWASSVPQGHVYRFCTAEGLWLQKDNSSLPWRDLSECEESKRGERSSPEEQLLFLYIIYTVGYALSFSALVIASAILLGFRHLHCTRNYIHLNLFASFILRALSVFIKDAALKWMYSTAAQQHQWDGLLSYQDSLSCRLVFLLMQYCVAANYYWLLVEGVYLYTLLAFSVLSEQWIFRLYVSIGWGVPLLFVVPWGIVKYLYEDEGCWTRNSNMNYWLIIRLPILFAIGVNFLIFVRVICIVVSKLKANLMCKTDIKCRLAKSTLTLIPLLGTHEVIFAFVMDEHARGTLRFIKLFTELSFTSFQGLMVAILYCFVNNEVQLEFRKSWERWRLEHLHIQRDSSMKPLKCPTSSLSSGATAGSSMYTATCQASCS
# DRD3 antagonist: antagonists of human D3 dopamine receptor | P35462 | D3R cells, DiscoveRx beta-arrestin luminescence, antagonist mode; active compounds read low | max response, negative = inhibition, % | 360,000 tested, 2.5% active | AID 652054; in the data active means max response below about -50%; inconclusive means no clear call, values can overlap the other calls; further: on the % scale 0 is the no-effect control and ±100 the full control effect; mostly tested at two doses, the higher about 12 µM
# Target sequence (P35462 whole entry, looked up): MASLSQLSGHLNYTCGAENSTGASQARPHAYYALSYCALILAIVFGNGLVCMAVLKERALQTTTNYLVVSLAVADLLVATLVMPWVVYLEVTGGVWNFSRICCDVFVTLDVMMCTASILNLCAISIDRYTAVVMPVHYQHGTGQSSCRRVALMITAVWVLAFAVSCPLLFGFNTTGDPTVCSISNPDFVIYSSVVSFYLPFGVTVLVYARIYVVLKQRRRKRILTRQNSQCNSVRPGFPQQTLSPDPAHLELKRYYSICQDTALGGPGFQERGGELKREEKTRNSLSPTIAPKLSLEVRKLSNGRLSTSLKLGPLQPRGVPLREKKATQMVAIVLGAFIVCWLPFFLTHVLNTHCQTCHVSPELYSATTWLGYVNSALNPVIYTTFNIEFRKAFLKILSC
#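 Cells expressing the human receptor were seeded at 1500 cells/well, incubated overnight at 37 degrees C in 5% CO2, then exposed to library compounds with dopamine controls for 90 minutes at 37 degrees C before luminescent detection.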
# D3 ag: agonists of human D3 dopamine receptor; D3R DiscoveRx beta-arrestin cells, luminescence, 90 min; 410,000 tested, 0.58% active; max activation, %; AID 652048; P35462; in the data active means max activation above about 30%; further: 0% is about no effect; mostly tested at two doses, the higher about 12 µM
#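 Agonist mode: compounds and dopamine controls were applied to plated cells for 90 min at 37 degrees C after an overnight attachment at 1500 cells/well. Luminescent read-out followed 30 - 60 minutes at room temperature with DiscoveRx detection reagent.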
# HT1080NT lethal: kills 2HG-producing HT-1080-NT fibrosarcoma cells; HT-1080-NT fibrosarcoma viability, CellTiter-Glo ATP luminescence, 48 h; Potency, µM (series often up to 46.1 µM), inactives show at the highest dose activity, negative = less viability, most hits filed as cytotoxic; AID 686970; 360,000 tested, 1.6% active;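 further: NT is the 2HG producing partner of a matched IDH1 knockdown line; potency means the concentration at half of the fitted maximal effect; 0% = DMSO-treated cells and -100% = media-only wells without cells; nearly all actives have a fitted effect of over 55% in size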
#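 Viability by CellTiter-Glo luminescence after 48 h compound exposure at 37C of HT-1080-NT cells (750/well, RPMI, 5% FBS). % activity scaled between DMSO wells and medium-only wells, then curve-fitted and categorized by curve class.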
# IL1B secr inh: blocks inflammasome-driven IL-1 beta release | activity change, % at 57.5 µM | 360,000 tested, 4.7% active | THP-1 LPS/ATP IL-1B secretion, AlphaLISA, 16 h; active compounds read low; in the data active means activity change below about -50%; inconclusive means mostly about -30% to -49%; further: on the % scale 0 is the no-effect control and ±100 the full control effect
#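 Secreted IL-1B measured by AlphaLISA bead assay after 16 h compound exposure of THP-1 cells; compounds (final up to 57.5 uM) added 1 h before LPS (250 ng/mL) and ATP (1.25 mM) stimulation; lower signal means less secretion.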
# KB-3-1 cytotox: KB-3-1 parental cell cytotoxicity; KB-3-1 viability, CellTiter-Glo ATP luminescence, 72 h; Potency, µM (series often up to 46.1 µM), without a hit: top-dose activity change, negative = cytotoxic, actives largely listed as cytotoxic; 400,000 tested, 1.4% active; further: potency means the concentration at half of the fitted maximal effect; on the % scale 0 is the no-effect control and ±100 the full control effect; nearly all actives have a fitted effect of over 60% in size
#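 Multi-concentration cytotoxicity screen in KB-3-1 cells grown in DMEM lacking phenol red with 10% FBS. After 72 h at 37 °C with compound, ATP-dependent luminescence was recorded.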
# SW480 rereplic: DNA re-replication induction in SW480 cells; SW480 DNA re-replication, Hoechst DNA content imaging, 48 h; Potency, µM (series often up to 46.1 µM), without a hit: at the top dose re-replication activation, usual class: activators; AID 624297; 340,000 tested, 1.8% active; further: potency means the concentration at half of the fitted maximal effect; % of control where 0% means no effect; nearly all actives have a fitted effect of over 55% in size
#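 Per well, 250 cells were exposed to pinned compound for 48 hr. Nuclear DNA was visualised with Hoechst (40 min, 37 C) and total object intensity recorded by fluorescence scanning.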
# * hit, by the source's call; ? = inconclusive; . = not tested or not shown; & = joins results of further samples; [ ] = dose if it differs, or a comment. Unless noted, the call rests on the fitted dose curve; in most records, active means well fitted curve in the direction sought with a large enough effect; inconclusive means small, poorly fitted or top-dose-only effect, or another doubt; inactive means no such curve, though single readings can be large; an effect the other way counts as inactive or inconclusive. This is a random part of the collection; overall some 12% were active at least once.
1: CCOC(=O)c1ccc(COC(=O)CNC(=O)CNC(=O)Cc2ccccc2)cc1
2: COc1cccc(NC(=O)CSc2nnc(NC(=O)C3CCC3)s2)c1
3: CCOC(=O)C1CCCN(C(=O)CCC(=O)Nc2ccc3nc(N4CCOCC4)cc(C)c3c2)C1 (stereo not drawn)
4: O=C1COc2ccc(C(=O)COC(=O)CNC(=O)c3ccccc3)cc2N1
5: CCOc1c2ccc(C(=O)NCc3cc(C(F)(F)F)cc(C(F)(F)F)c3)cc2nn1CCOC
6: CC1=C(c2ccccc2)[N+](=O)C2(CCCCC2)N1[O-]
Screen / compound no.,1,2,3,4,5,6
KB-V1 MDR tox,.,?,?,19%,17%,5%
HT1080 IDH1KD tx,1%,-16%,5%,8%,10%,9%
GLP-1R agonist,-3%,15%,4%,0%,-1%,2%
DRD3 antagonist,9,0,35,1,30,8
D3 ag,9,-8,8,14,2,6
HT1080NT lethal,4%,-1%,1%,10%,24%,3%
IL1B secr inh,5,-2,-16,11,-7,8
KB-3-1 cytotox,.,-15%,7%,0%,0%,2%
SW480 rereplic,-3%,12%,-9%,1%,3%,0%

7: CCCCCCNC(=O)CNC(=S)N(Cc1cccs1)C1CCCCC1
8: Cc1ccc(N2C(=O)N(CC(=O)Nc3cc(F)ccc3C)C(=O)C2C)cc1 (stereo not drawn)
9: CCOC(=O)c1[nH]c(C)c(/C(O)=C2\C(=O)C(=O)N(CCCN(C)C)C2c2cccnc2)c1C (stereo not drawn)
10: Cc1ccc(NCc2nc(SCC(=O)Nc3ccccc3)n[nH]2)cc1
11: O=C(c1ccc(Cl)cc1)C1CCN(C(=O)NC2CCCCC2)CC1
12: N#CC(C#N)=NNc1ccc(S(=O)(=O)N2CCCCC2)cc1
Screen / compound no.,7,8,9,10,11,12
KB-V1 MDR tox,3%,?,?,29%,2.3µM*,-21%
HT1080 IDH1KD tx,-2%,10%,7%,23%,?,-9%
GLP-1R agonist,4%,5%,-15%,-4%,6%,-51%[inhibitor]
DRD3 antagonist,-5,4,3,-21,6,?
D3 ag,-1,4,-10,4,0,-1
HT1080NT lethal,-4%,9%,6%,7%,-5%,-4%
IL1B secr inh,?,15,14,11,-13,9
KB-3-1 cytotox,?,15%,17%,14%,-8%,10%
SW480 rereplic,7%,-4%,-3%,4%,-1%,-2%

13: Cc1ccc2[nH]c(=O)c(CN(C)C(=O)c3cccs3)cc2c1
14: COc1cccc(NC(=O)CCc2c(C)nc3ncnn3c2C)c1
15: C=C1CCN([C@H](C(=O)O)C(C)C)S(=O)(=O)c2ccccc21
16: CSc1nsc(SC)c1C(=O)N1CCN(S(=O)(=O)c2ccc(C)cc2)C1C(C)C (stereo not drawn)
17: Cc1ccc(S(=O)(=O)Nc2cccc(C(=O)NCCCN3CCCC3=O)c2)cc1F
18: O=C(CSCC(=O)NC1CC1)Nc1ccccc1
Screen / compound no.,13,14,15,16,17,18
KB-V1 MDR tox,?,0%,-5%,?,2%,9%
HT1080 IDH1KD tx,-7%,.,-6%,-3%,1%,25%
GLP-1R agonist,7%,-2%,-5%,-14%,-2%,0%
DRD3 antagonist,1,.,39,9,4,20
D3 ag,-2,-5,4,0,0,-1
HT1080NT lethal,-3%,.,0%,?,3%,19%
IL1B secr inh,7,.,16,13,11,15
KB-3-1 cytotox,-8%,10%,-1%,-2%,-4%,3%
SW480 rereplic,-3%,.,0%,-1%,-7%,-15%

19: CCOC(=O)c1cc(-c2ccccc2)nc2c1c(C)nn2-c1ccccn1
20: C[C@]12c3[nH]c4ccccc4c3CCN1C(=O)C(CC(=O)NCCN1CCOCC1)C[C@@H]2C(=O)N1CCCCC1 (stereo partly drawn)
21: C=CCNS(=O)(=O)c1ccc(OCC(=O)OCC)cc1
22: CCCn1c2ccccc2c2cnn(CC(=O)NCCCN3C(C)CCCC3C)c(=O)c21 (stereo not drawn)
23: COc1ccc(NS(=O)(=O)c2cccc(C(=O)NCC(c3ccc(OC)cc3)N3CCCCC3)c2)cc1 (stereo not drawn)
24: CCOC(=O)N(C)c1c(CC)nc2c(OCc3ccc(S(C)(=O)=O)cc3)cccn12
Screen / compound no.,19,20,21,22,23,24
KB-V1 MDR tox,?,0%,14%,?,0%,?
HT1080 IDH1KD tx,2%[9.24 µM],5%,9%,-6%,-23%,10%
GLP-1R agonist,-25%,1%,-7%,0%,15%,-3%
DRD3 antagonist,-17,-4,-60*,-2,-57*,-8
D3 ag,-17,15,7,4,-14,-6
HT1080NT lethal,?,6%,6%,-5%,-25%,17%
IL1B secr inh,?,18,-3,-9,-4,3
KB-3-1 cytotox,0%,0%,9%,-1%,0%,19%
SW480 rereplic,?,-19%,5%,?,-13%,.

25: CCc1nc2ccc(C(=O)Nc3cccc(OC)c3)cn2c1N(CCC(C)C)CCN(C)C
26: COc1cnc(SCc2c(Cl)cccc2Cl)nc1Cl
27: COc1ccc(NC(=O)c2cc3c(CO)cnc(C)c3oc2=Nc2cccc(F)c2)c(OC)c1
28: CCc1nc2c(OCc3c(C)noc3C)cccn2c1N(C=O)Cc1ccccc1
29: Cc1nc2ncnn2c(C)c1CCC(=O)NCc1ccc2c(c1)OCO2
30: O=C(CCN=C1NS(=O)(=O)c2ccccc21)OCc1nnc(-c2ccccc2)o1
Screen / compound no.,25,26,27,28,29,30
KB-V1 MDR tox,3%,?,-3%,-1%,-2%,3%
HT1080 IDH1KD tx,?,-8%,-1%,8%,11%,1%
GLP-1R agonist,-1%,10%,-3%,3%,-5%,4%
DRD3 antagonist,?,-10,21,232,14,7
D3 ag,-13,3,4,23,0,1
HT1080NT lethal,18µM*,9%[9.24 µM],8%,23%,7%,7%
IL1B secr inh,31,5,11,0,-1,9
KB-3-1 cytotox,0%,3%,-18%,0%,2%,-4%
SW480 rereplic,.,?,-4%,.,-3%,-2%

# One compound at a time, as listed above. Values in the order: KB-V1 MDR tox	HT1080 IDH1KD tx	GLP-1R agonist	DRD3 antagonist	D3 ag	HT1080NT lethal	IL1B secr inh	KB-3-1 cytotox	SW480 rereplic
# CCOC(=O)c1[nH]c(C)c(/C(O)=C2\C(=O)C(=O)N(CCCN(C)C)C2c2cccnc2)c1C (stereo not drawn) is listed as ?	7%	-15%	3	-10	6%	14	17%	-3%
# CCc1nc2c(OCc3c(C)noc3C)cccn2c1N(C=O)Cc1ccccc1 is listed as -1%	8%	3%	232	23	23%	0	0%	.
# CCOC(=O)c1ccc(COC(=O)CNC(=O)CNC(=O)Cc2ccccc2)cc1 is listed as .	1%	-3%	9	9	4%	5	.	-3%
# Cc1ccc(N2C(=O)N(CC(=O)Nc3cc(F)ccc3C)C(=O)C2C)cc1 (stereo not drawn) is listed as ?	10%	5%	4	4	9%	15	15%	-4%
# CCCCCCNC(=O)CNC(=S)N(Cc1cccs1)C1CCCCC1 is listed as 3%	-2%	4%	-5	-1	-4%	?	?	7%

# Next section
entry | smiles | KB-V1 MDR tox | HT1080 IDH1KD tx | GLP-1R agonist | DRD3 antagonist | D3 ag | HT1080NT lethal | IL1B secr inh | KB-3-1 cytotox | SW480 rereplic
31 | CCn1cc(C(=O)O)c(=O)c2cc(F)c(N/N=C/c3ccccc3[N+](=O)[O-])cc21 | 13µM* | -28% | -9% | 2 | -18 | -16% | 9 | -7% | 4%
32 | Cc1cc(O)c(C(=O)/C=C/c2ccccc2Br)c(=O)o1 | ? | -12% | -1% | 15 | 14 | -12% | -77* | ? | ?
33 | Cn1c(=O)c2c(-c3ccc(C(C)(C)C)cc3)n(N3CCOCC3)cc2n(C)c1=O | -1% | 12% | 0% | 18 | 3 | 23% | 5 | 8% | -5%
34 | CC1CCC2C(=O)N(c3cccc(OS(=O)(=O)c4ccccc4)c3)C(=O)C2C1 (stereo not drawn) | ? | -7% | 11% | -3 | -8 | -5% | 17 | 2% | -3%
35 | NC(=O)c1cc2nc(-c3ccco3)cc(C(F)(F)F)n2n1 | 13% | -1% | 10% | 13 | 15 | 5% | -3 | 21% | 0%
36 | COc1ccc(CCNC(=O)CCn2c(=O)c3ccccc3n(Cc3cc(C)ccc3C)c2=O)cc1OC | -18% | . | -1% | . | 3 | . | . | 5% | .
37 | CCc1ccccc1NC(=O)CN(c1cccc(C)c1C)S(C)(=O)=O | -35% | . | 1% | . | -1 | . | . | 9% | .
38 | CCOC(=O)/C=c1\s/c(=C\c2ccc(C)cc2)c(=O)n1CC(=O)NCc1ccco1 | ? | 10% | -1% | -16 | 11 | 6% | 17 | -12% | ?
39 | NC(=O)COC(=O)c1cccc(S(=O)(=O)N2CCN(c3ccccc3)CC2)c1 | -20% | -1% | 12% | 0 | 0 | -6% | -23 | -3% | -15%
40 | CCCCC(NC(=O)c1ccccc1)C(=O)OCC(=O)N1c2ccccc2Sc2ccccc21 (stereo not drawn) | -11% | -9% | 0% | -20 | -3 | -13% | -13 | -3% | 15%
41 | COC(=O)c1ccc(Oc2nc3c(c(=O)n(C)c(=O)n3C)n2CCC(C)C)cc1 | -2% | 12% | 0% | 61 | 3 | 9% | 2 | -14% | -1%
42 | CC(=O)Oc1ccc(-c2cc3ccccc3oc2=O)cc1 | 4% | 8% | 11% | 20 | 4 | 5% | -3 | 2% | -3%
43 | Cc1ccc2c(c1)CC1(CN2C)C(=O)OC2(CCCCC2)OC1=O | 12%&0% | 14% | -12% | -14 | 1 | 10% | 24 | 0%&0% | -5%
44 | O=C(Nc1ccc(Cl)cn1)c1ccc2c(Cl)c3c(nc2c1)CCC3 | 4% | 14% | -4% | 12 | -10 | 23% | -22 | 0% | 21%
45 | O=[N+]([O-])c1ccc(Oc2cccc(C(F)(F)F)c2)nc1 | 4% | 1% | -1% | 8 | 1 | 6% | -18 | 1% | 7%
